Source: PubChem (National Center for Advancing Translational Sciences (NCATS))
Giardia kill – Giardia lamblia killing. Giardia lamblia trophozoite viability. activity change, % at 7.66 µM, hits read low. 0.15% of 340,000 active. AID 540267; in the data active = activity change below about -80%; inconclusive = between about -30% and that limit;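 note: parasites exposed to compound for two days anaerobically before the ATP read; % is set by controls: 0 for no effect and ±100 for the full control effect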
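Trophozoite viability was measured as ATP-dependent luminescence, read 15-30 min after reagent addition. Before that, parasites at 100 cells/well were exposed to compounds for 48 h, anaerobically, at 37 deg C.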
Rab9 prom act – activates the Rab9 promoter. Huh7 Rab9 promoter-luciferase reporter, luminescence, 24 h. Potency, µM (doses to about 9.22 µM), for the others: at the top dose activation, negative = inhibition, hits mostly activators. 2.8% of 320,000 active. AID 485297; note: potency is the fitted concentration of half-maximal effect; % of control where 0% means no effect; nearly all actives have a fitted effect of over 60% in size
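Huh7 cells stably carrying a Rab9 promoter-luciferase reporter, 1500 cells per well in OP-MEM I with 10% FBS, treated with compound 24 hours at 37C. Luciferase activity read by luminescence after 10 minutes with Amplite reagent.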
ELG1 genotoxic – inducers of genotoxicity in HEK293T ELG1-luciferase cells | 1.3% of 330,000 active | HEK293T ELG1-luciferase reporter, luminescence, 16 h | Potency, µM (series often up to 46 µM), for the others: top-dose activity change, positive = activation, actives largely listed as activators; note: potency is the fitted concentration of half-maximal effect; % of control where 0% means no effect; nearly all actives have a fitted effect of over 60% in size
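ELG1-luciferase HEK293T cells, 2,000/well; compound pinned in; 16 hr, 37 °C, 5% CO2; ONE-Glo, 30 min RT; luminescence on CCD imager.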
RORgamma inh – blocks mouse ROR gamma transcriptional activity; Drosophila S2 Gal4-RORgamma UAS-luciferase reporter, 20 h; Potency, µM (titrated, usually from 53.6 µM), for the others: at the highest dose activity change, negative = inhibition, hits mostly inhibitors; P51450; 5.4% of 310,000 active; note: potency is the fitted concentration of half-maximal effect; % is set by controls: 0 for no effect and ±100 for the full control effect; nearly all actives have a fitted effect of over 60% in size
Target sequence (P51450 whole entry, looked up, the tested form may be a part): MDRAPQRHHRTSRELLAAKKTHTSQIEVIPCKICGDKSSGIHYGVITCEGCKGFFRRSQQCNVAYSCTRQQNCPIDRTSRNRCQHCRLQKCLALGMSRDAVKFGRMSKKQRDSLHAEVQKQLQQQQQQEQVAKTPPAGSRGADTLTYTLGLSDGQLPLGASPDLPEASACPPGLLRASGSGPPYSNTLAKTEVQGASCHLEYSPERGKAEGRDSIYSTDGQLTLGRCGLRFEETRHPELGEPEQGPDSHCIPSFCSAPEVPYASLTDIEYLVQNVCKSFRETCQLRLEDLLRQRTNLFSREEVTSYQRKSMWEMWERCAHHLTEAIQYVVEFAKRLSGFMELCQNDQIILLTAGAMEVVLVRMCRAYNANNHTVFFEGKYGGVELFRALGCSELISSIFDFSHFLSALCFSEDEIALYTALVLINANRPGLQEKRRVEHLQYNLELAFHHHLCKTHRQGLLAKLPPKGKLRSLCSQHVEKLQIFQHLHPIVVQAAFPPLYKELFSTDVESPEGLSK
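Compounds are pin-transferred onto Drosophila Schneider cells expressing a copper-inducible Gal4–ROR gamma transactivation domain fusion. After 1 hr, copper sulfate is added to 700 uM final; luciferase is read 20 hr later.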
uPA surface inh – blocks generation of uPA at the cell surface | 0.31% of 330,000 active | Potency, µM (doses to about 38.3 µM), without a hit: at the top dose activity change, negative = inhibition, usual class: inhibitors | cell surface uPA generation assay, qHTS; active = well fitted inhibition curve with a large enough effect; inconclusive = small, poorly fitted or top-dose-only effect; inactive = no such curve, though single readings can be large or run the other way; tested in mouse RAW 264.7 cells; note: potency is the fitted concentration of half-maximal effect; % is set by controls: 0 for no effect and ±100 for the full control effect; nearly all actives have a fitted effect of over 55% in size
NPC1 prom act – activates the NPC1 promoter; Huh7 NPC1 promoter luciferase reporter, 24 h; Potency, µM (series often up to 9.22 µM), for inactives: at the highest dose activation, usual class: activators; 2.4% of 320,000 active; AID 485313;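 note: potency is the fitted concentration of half-maximal effect; % of control where 0% means no effect; nearly all actives have a fitted effect of over 60% in size; reporter is driven by a mutant NPC1 promoter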
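Cells: Huh7 expressing luciferase under the NPC1 promoter, 1500/well. Seeded 2 h, compound added, incubated 24 h at 37 °C. Luciferase reagent, 10 min ambient, then luminescence.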
FLuc modulator – firefly luciferase modulation, counter-screen for miR-21 project. P08659. purified FLuc, Km substrates, luminescence inhibition. Potency, µM (titrated, usually from 57.5 µM), for the others: at the top dose activity change, negative = inhibition, usual class: inhibitors. 6.9% of 360,000 active. AID 588342;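 note: potency is the fitted concentration of half-maximal effect; plate controls were vehicle for no effect and reference inhibitor for full effect; nearly all actives have a fitted effect of over 55% in size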
Target sequence (P08659 whole entry, looked up): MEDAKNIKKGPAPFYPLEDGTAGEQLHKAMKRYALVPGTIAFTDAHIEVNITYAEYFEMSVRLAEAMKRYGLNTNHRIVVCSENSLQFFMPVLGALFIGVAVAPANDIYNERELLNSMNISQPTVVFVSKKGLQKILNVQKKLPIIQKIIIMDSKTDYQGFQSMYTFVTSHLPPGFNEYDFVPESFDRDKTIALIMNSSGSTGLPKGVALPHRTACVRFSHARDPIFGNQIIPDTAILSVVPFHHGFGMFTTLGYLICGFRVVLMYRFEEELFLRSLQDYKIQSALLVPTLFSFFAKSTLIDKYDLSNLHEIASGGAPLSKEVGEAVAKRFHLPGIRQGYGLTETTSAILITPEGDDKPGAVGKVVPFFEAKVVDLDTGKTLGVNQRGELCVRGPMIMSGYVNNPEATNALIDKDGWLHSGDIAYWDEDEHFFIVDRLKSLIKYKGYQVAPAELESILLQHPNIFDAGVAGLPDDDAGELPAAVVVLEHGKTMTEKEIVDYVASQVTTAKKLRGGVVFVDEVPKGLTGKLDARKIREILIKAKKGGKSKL
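Purified P. pyralis luciferase (10nM final) with 10uM D-luciferin and 10uM ATP (Km levels) in 50mM Tris acetate pH 7.5, 10mM Mg acetate, 0.01% Tween-20, 0.05% BSA; qHTS 6-point titration, ~60 µM downward; luminescence read.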
Gal4-VP16 FLuc – inhibits Gal4-VP16 luciferase reporter, ROR gamma counter-screen. Drosophila S2 Gal4-VP16 UAS-luciferase, luminescence, 20 h. Potency, µM (doses to about 53.6 µM), for the others: top-dose activity, negative = inhibition, actives largely listed as inhibitors. 3.5% of 310,000 active;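 note: Gal4-VP16 expression switched on by copper sulfate through the metallothionein promoter; potency is the fitted concentration of half-maximal effect; % is set by controls: 0 for no effect and ±100 for the full control effect; nearly all actives have a fitted effect of over 50% in size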
Coupling enz – inhibits coupling enzyme system, counter-screen for aldolase hits; coupling enzyme system counterscreen, AmpLite Red fluorescence; activity change, negative = inhibition, % at 58.2 µM, hits read low; 0.67% of 290,000 active; in the data active = activity change below about -30%; note: % is set by controls: 0 for no effect and ±100 for the full control effect
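Coupling enzymes only (glyceraldehyde-3-phosphate) + compound, at 57.5 uM final, 10 min RT; add substrate/coupling/AmpLite Red mix, 20 min RT; fluorescence ex 525/em 598 nm. Actives flag coupling-system interference.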
Tb PFK inh – inhibitors of T. brucei phosphofructokinase | 0.17% of 330,000 active | Potency, µM (titrated, usually from 57.5 µM), without a hit: at the highest dose activity, negative = inhibition, usual class: inhibitors | T. brucei PFK, ADP-Glo luminescence;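 note: potency is the fitted concentration of half-maximal effect; 0% = uninhibited 1x PFK enzyme wells and -100% = no-enzyme wells; nearly all actives have a fitted effect of over 60% in size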
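PFK 1.25 nM, F6P 0.5 mM, ATP 0.1 mM, 0.1 M TEA pH 8.0, 5 mM MgCl2, 0.01% Tween20, 0.1% BSA; 45 min RT. ADP-Glo readout. qHTS titration up to 57 uM; curves fitted, compounds curve-classed.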
KCNH2 3.1 block – inhibitors of human KCNH2 3.1 potassium channel isoform. U2OS KCNH2 3.1, thallium flux FluxOr; hits give low values. 0.95% of 340,000 active. AID 720553. activity change, % (tested at about 1.8 µM);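 active = maximum activity change below -70%; inconclusive = maximum activity change from -70% to -50%; inactive = maximum activity change above -50%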;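 note: thallium influx rate constant from kinetic fluorescence after stimulation buffer; % is set by controls: 0 for no effect and ±100 for the full control effect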
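Virally transduced U2OS (3.1 isoform, 4 h infection in dark at RT) → overnight 37 C → FluxOr + Red40 in HBSS/HEPES, 45 min → stimulation buffer, 2 min kinetic read → rate constant vs DMSO controls.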
Active calls of the source: *; ? = inconclusive; nt = not tested or not shown; & = joins results of further samples; [ ] = another dose, or the depositor's remark. Unless noted, calls come from the whole dose curve; as a rule, active = well fitted curve in the direction sought with a large enough effect; inconclusive = small, poorly fitted or top-dose-only effect, or another doubt; inactive = no such curve, though single readings can be large; an effect the other way counts as inactive or inconclusive. This is a random part of the collection. About 14% of those tested had a hit in this group.

SMILES	Giardia kill	Rab9 prom act	ELG1 genotoxic	RORgamma inh	uPA surface inh	NPC1 prom act	FLuc modulator	Gal4-VP16 FLuc	Coupling enz	Tb PFK inh	KCNH2 3.1 block
COc1ccc(CCNC(=S)NCCc2ccc(OC)c(OC)c2)cc1OC	-6.6	-1.9%	-5.5%	-25.4%	-2.8%	-1.7%	-1.5%	-3.7%	3.2	-1.4%	-0.9&10.7
CCN(c1ccccc1)S(=O)(=O)c1cccc(C(=O)NCC(c2cccs2)N(C)C)c1 (centres undefined)	-13.7	1.5%	-7.8%	21.8%	-2.0%	-1.2%	3.1%	-1.9%	-0.9	-2.8%	?
Cc1c(NC(=O)Cn2ccc([N+](=O)[O-])n2)c(=O)n(-c2ccccc2)n1C	12.2	2.5%	-0.6%	22.1%	8.5%	0.4%	-2.2%	-12.3%	-3.3	0.0%	5.6
O=C(c1ccc(CS(=O)Cc2ccc(Cl)cc2)o1)N1CCN(c2cccc(Cl)c2)CC1 (centres undefined)	4.7	5.7%	-14.5%	38.7%	-4.0%	1.0%	1.5%	-11.9%	8.2	-20.9%	-20.5
CCOc1ccccc1C(=O)NCCc1cnc[nH]1	-4.3	-3.1%	0.9%	1.7%	-2.0%	-7.1%	-0.5%	-0.9%	-0.7	-5.6%	5.0
CC1CC(C)CN(C(=O)C2CCN(S(=O)(=O)N3CCC4(CC3)OCCO4)CC2)C1 (centres undefined)	1.2	-0.9%	-1.9%	-10.7%	7.9%	-0.1%	0.2%	-7.7%	4.4	3.0%	-36.1
COc1ccc(C[C@H]2c3cc(O)c(OC)cc3CC[N+]2(C)[O-])cc1O (some centres undefined)	-11.6	-4.4%	0.3%	10.3%	-6.2%	-4.7%	-19.9%	2.7%	-0.4	0.3%	1.0
Cc1cc(C)c(-n2nnnc2SC(C)C)c(C)c1	14.1	-0.5%	-0.3%	-4.1%	3.1%	0.6%	-1.2%	-1.4%	11.0	0.1%	9.0
Cc1[nH]c2ccc(-c3nnc(SCC(=O)N4CCCc5ccccc54)o3)cc2c1C	3.7	10.1%	-1.0%	20.4%	7.9%	-1.5%	?	0.2%	1.5	2.8%	3.5
CC(C)c1ccc(NC(=O)[C@@H](C)NC(=O)[C@@H]2Cc3ccccc3CN2)cc1	-7.2	4.4%	4.2%	7.8%	-0.5%	-0.6%	-4.0%	-0.7%	nt	20.9%	-5.8
C=CCS/C(N)=N\N=C\c1cc(Br)cc([N+](=O)[O-])c1O	5.0	3.8%	-2.9%	0.316µM*	0.7%	-1.2%	?	3.16µM*	-0.3	-3.2%	7.2
COc1ccc(CN2CCN(C(=O)C3CC(=O)N(C4CCCCCC4)C3)CC2)c(OC)c1OC (centres undefined)	-3.0	-12.4%	1.8%	?	-3.8%	-7.5%	5.6%	?	0.8	-0.6%	7.1
COc1cccc(/C=N\NC(=O)c2ccc(C)nc2)c1	12.8	13.1%	11.5%	?	0.0%	22.7%	19µM*	8.3%	-1.3	0.6%	0.1
CCn1c(SCC(=O)Nc2nonc2C)nnc1-c1ccoc1C	12.7	5.0%	2.9%	-16.3%	8.9%	-0.4%	1.8%	4.4%	-0.4	-3.9%	19.9
CCOC(=O)N1CCN(CC(O)COc2c(C)cc(C)cc2C)CC1 (centres undefined)	-3.3	-2.8%[1.84 µM]	0.4%	26.8%	-4.3%	-3.7%	-1.4%	-2.4%	2.4	-0.1%	6.7
CN(C)S(=O)(=O)c1ccc(N2CCCC2)c(C(=O)NCc2ccc(Cl)cc2)c1	-10.6	-4.2%	-1.6%	-19.4%	2.0%	-1.3%	2.6%	-1.0%	1.5	-2.8%	-4.4
C/C(=N\NC(=O)CNC(=O)c1ccc2c(c1)OCCO2)c1ccco1	-4.8	1.5%	1.0%	-7.3%	-0.1%	2.6%	-14.2%	7.8%	-1.0	0.9%	-3.6
O=C1CCN(Cc2ccc(Br)cc2)CCN1[C@H](CO)Cc1ccccc1	-6.0	-8.3%	-6.7%	19.9%	0.4%	-3.5%	8.1%	-2.8%	0.3	0.5%	-4.6
O=C(NC1CCCCC1)c1cccnc1C(=O)O	8.3	3.4%	2.3%	4.7%	nt	-0.5%	-5.6%	-9.2%	-15.1	-9.2%	15.3
COc1ccc(NC(C)C(=O)Nc2cc(C(F)(F)F)ccc2N2CCOCC2)c(OC)c1 (centres undefined)	-16.5	0.2%	0.0%	26.8%	-1.8%	1.9%	-2.5%	-10.9%	-1.8	-1.3%	-31.5
Nc1nc(CN2CCN(c3ccccc3)CC2)nc(N2CCCc3ccccc32)n1	-5.9	-6.4%	-6.5%	-26.5%	nt	15.4%	2.2%	-12.3%	0.9	-6.1%	-9.2
CC1=C(C(=O)Nc2ccccn2)C(c2ccc(Br)cc2)NC(=S)N1 (centres undefined)	2.2	-1.6%	11.1%	24.3%	-13.5%	0.3%	?	2.7%	2.6	-0.3%	-2.4
NC(=O)c1ccc(Nc2ccc3c(c2)CCC3)c([N+](=O)[O-])c1	74.1[activator]	-2.4%	-2.3%	37.1%	-4.2%	-1.1%	-4.3%	-16.3%	-0.4	-4.4%	4.1
CCCCN1CC(=O)N2[C@H]3c4cc(C)ccc4OC[C@@H]3[C@H](c3ccccc3)[C@]2(C)C1=O	11.8	nt	-1.1%	nt	8.7%	nt	nt	nt	nt	-1.7%	10.2
COC(=O)c1ccc(OC)cc1OCC(=O)N1CCN(c2ccc(F)cc2)CC1	-2.8	2.5%	-1.7%	11.9%	-0.8%	1.3%	-0.7%	1.2%	-2.6	-6.6%	-2.0
COc1cc(OC)c2c(OC)cccc2n1	5.0	-1.1%	0.3%	3.1%	-2.9%	3.6%	-1.3%	-4.9%	-0.4	-5.0%	9.2
COc1ccc(-c2n[nH]c(=S)n2-c2ccc3c(c2)OCCO3)cc1	3.3	0.3%	5.6%	2.82µM*	1.0%	1.5%	?	?	-2.4	-13.7%	6.4
CCCCCn1c(=O)[nH]c2cc(C(=O)N3CCN(c4ccc(C(C)=O)cc4)CC3)ccc2c1=O	-5.5	-26.2%	-15.1%	41.6%	-4.3%	-25.2%	-4.6%	?	3.9	0.1%	-29.9
O=C(NCCSCc1ccco1)Nc1ccc(Cl)cc1	?	nt	nt	?	-17.1%	nt	10.7µM*	?	5.9	nt	-8.1
Nc1c(Cl)c(Cl)nc(C(=O)N/N=C/c2cccnc2)c1Cl	8.0	1.7%	-8.9%	-18.3%	5.5%	8.4%	-7.7%	2.4%	1.8	-4.5%	-1.3
COc1ccc(NC(=O)N[C@@H](CCSC)C(=O)O)cc1OC	-9.4	1.9%	-0.3%	-1.5%	-1.6%	-9.4%	4.3%	-2.5%	1.2	-1.3%	5.3
CC(C)(C)c1ccc(C(=O)c2c[nH]c(C(=O)NCCCn3ccnc3)c2)cc1	-2.7	5.3%	1.3%	?	-2.6%	24.3%	19µM*	?	2.0	7.2%	-9.4
C#Cc1cccc(NC(=O)Cc2cccs2)c1	-26.6	-1.7%	-0.1%	28.2%	4.3%	8.9%	-15.3%	?	-0.6	-1.7%	-20.0
Cc1ccc(C)c(NC(=O)N2CCc3ccccc3C2)c1	-17.3	?	?	2.1%	-0.6%	28.8%	?	2.4%	nt	0.4%	-2.1
COc1cccc(Oc2ccc(S(=O)(=O)N3CCCC3)cc2[N+](=O)[O-])c1	-9.8	6.3%	-6.6%	-14.9%	-1.3%	-3.0%	0.4%	-10.7%	2.5	-1.7%	-3.3
O=C(COC(=O)CCc1c[nH]c(=O)[nH]1)Nc1cccc(Cl)c1	6.1	-9.8%	0.7%	29.8%	-7.2%	-1.8%	3.0%	6.8%	2.3	-7.7%	5.6
Clc1ccc(C#Cc2cccnc2)cc1	-3.7	24.0%	13.5%	nt	-6.0%	19.2%	13.5µM*	nt	nt	17.7%	3.4
CCOC(=O)c1cn(CC(=O)Nc2cccc(F)c2)nn1	12.0	-1.6%	-27.4%	-0.9%	7.5%	0.8%	-2.4%	12.4%	0.7	-13.2%	nt
O=C(Nc1ccc(F)cc1)N1CCN(c2ncccn2)CC1	11.4	7.3%	3.5%	14.6%	3.1%	-3.6%	-2.4%	-15.4%	0.7	-0.8%	-14.2
O=S(=O)(/N=C(/Nc1cccc2ccccc12)c1ccccc1)c1ccc(Br)cc1	2.5	-4.0%	-1.2%	18.0%	-11.3%	2.5%	4.3%	2.8%	nt	4.9%	-9.7
O=C(c1ccccc1)N1CCC(c2nc3c(nnn3Cc3ccccc3Cl)c(=O)[nH]2)CC1	-6.4	-3.3%	3.2%	?	0.5%	5.2%	-2.7%	-25.8%	0.6	-4.1%	-5.1
O=CNCc1nc2ccccc2n1CCCc1ccccc1	19.8	-2.7%	-2.2%	7.2%	-5.7%	-4.6%	5.2%	1.9%	-0.4	-0.8%	-22.9
O=C(CSc1n[nH]c(=O)n1C1CC1)Nc1ccc(OC(F)(F)F)cc1	-21.5	nt	0.6%	nt	0.8%	nt	nt	nt	nt	-3.0%	-8.8
